Source: PubChem BioAssay
NOD1 inhibition – inhibition of NOD1-driven NF-kB reporter – cell-based, luminescence, uHTS, primary screen (AID 1578); one-dose inhibition, % at 4 µM; EC50 in µM for titrated hits; NOD1-driven NF-kB luciferase reporter cells, luminescence; higher % means a stronger effect; 290,000 tested, 1% active; in the data active = inhibition mostly above about 36%, no sharp cut-off; inactive = mostly below about 34%;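 also: HEK-293T reporter cells stimulated with the NOD1 agonist gamma-tri-DAP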
HIV peptide binding – inhibitors of HIV fusion peptide binding, primary screen, biochemical, uHTS, fluorescence dequenching (AID 1986). inhibition, % at 20 µM, or IC50 in µM where a hit was titrated. cell-free peptide binding, fluorescence dequenching, 30 min; higher % means a stronger effect. 290,000 tested, 0.3% active; in the data active = inhibition mostly above about 52%, no sharp cut-off; inactive = mostly below about 76%; also: some results filed as inactive read as strong as hits
KOR beta-arrestin-1 – kappa opioid receptor blockers – cell-based, luminescence, uHTS (AID 1778). one-dose inhibition, % at 10 µM; IC50 in µM for titrated hits. 290,000 tested, 0.091% active. KOR beta-arrestin recruitment, luminescence, antagonist mode; higher % means a stronger effect; also: strong numbers were not always called active
KOR beta-arrestin-2 – kappa opioid receptor activators – cell-based, luminescence, uHTS, primary screen (AID 1777); KOR beta-arrestin recruitment, luminescence; higher % means a stronger effect; activation, % at 10 µM; hits with a dose series show EC50 in µM; 280,000 tested, 0.02% active; in the data active = activation above about 50%, passing the limit was not always enough; also: a part of the inactive calls stands beside numbers as strong as those of hits
Yfh1-off respiration – enhancers of respiration in Yfh1-depleted yeast, dose response, Friedreich's ataxia, plus single-dose screen (AID 1465). S. cerevisiae Yfh1-off respiration, WST-1 reduction, 72 h; higher fold induction means a stronger effect. one-dose fold induction at 50 µM; EC50 in µM for titrated hits. 220,000 tested, 0.074% active;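 active = fold induction of absorbance versus untreated yeast above a set limit, then at least 30% activation at any dose in follow-up; inconclusive = repeats straddling the limit, or above it without dose testing; inactive = fold induction below the set limit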;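 also: activators that raise dye reduction in frataxin-depleted yeast; strong numbers were not always called active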
NOD2 inhibition – NOD2 signaling inhibitors, cell-based, luminescence, uHTS, HEK293 (AID 1566); HEK293 NOD2/NF-kB luciferase reporter, luminescence; higher % means a stronger effect; inhibition, % at 4 µM; hits with a dose series show EC50 in µM; 290,000 tested, 0.63% active; also: many of its hits are not listed in these tables
Dengue-2 NS5 capping – flavivirus cap methylation enzyme inhibition – biochemical, confirmation dose response, primary screen (AID 588689); 340,000 tested, 0.3% active; Dengue-2 NS5 methyltransferase capping enzyme assay, biochemical; higher % means a stronger effect; inhibition, % at 25 µM; hits with a dose series show IC50 in µM; in the data active = a potency from the dose series; inconclusive = inhibition above about 29% without an active follow-up result
AID2073 – disruptors of CaV2.2 binding to Mint1 – biochemical, HTRF (AID 2073) | HTRF protein-protein interaction, Mint1-CaV2.2; higher % means a stronger effect | inhibition, % at 20 µM, or IC50 in µM where a hit was titrated | 290,000 tested, 0.19% active; in the data active = inhibition mostly above about 51%, no sharp cut-off; inconclusive = no clear call, values can overlap the other calls; inactive = mostly below about 53%; also: some results filed as inactive read as strong as hits
West Nile antiviral – West Nile virus antiviral activity, cell-based, CPE readout (AID 1621); West Nile virus-infected cells, CPE inhibition; higher % means a stronger effect; CPE inhibition, % at 10 µM, or IC50 in µM where a hit was titrated; 290,000 tested, 0.02% active; in the data active = a potency from the dose series; inconclusive = CPE inhibition mostly from about 3.7% at the one dose, without a potency; inactive = the rest, 99 in 100 with CPE inhibition below about 2.2%; also: strong numbers were not always called active
* hit, by the source's call; i = inactive; ? = inconclusive; . = not tested or not shown; [ ] = remark or other dose. Rule as the data show it, unless noted: active = inhibition above about 50%; inactive = the rest. Some of the compounds tested. The share of hits here may be higher or lower than overall.

| compound | West Nile antiviral | Dengue-2 NS5 capping | AID2073 | Yfh1-off respiration | KOR beta-arrestin-2 | HIV peptide binding | KOR beta-arrestin-1 | NOD2 inhibition | NOD1 inhibition |
| --- | --- | --- | --- | --- | --- | --- | --- | --- | --- |
| COc1cccc(C2CC(c3ccccc3OC)n3nc(N)nc3N2)c1 (configuration not stated) | 0.0% | -4% | -3% | i | -5.8% | -2.1% | 12% | 10% | -1% |
| CN(C)c1ccc(C2CC(=O)C=C(Nc3ccccc3N)C2)cc1 (configuration not stated) | 0.0% | . | 4% | i | -0.9% | -2.1% | -9% | -28% | -11% |
| CSCCC(NC(=O)c1ccccc1Cl)C(=O)N1CCN(c2ccccn2)CC1 (configuration not stated) | -1.1% | -1% | 6% | . | 3.7% | 0.6% | -3% | 12% | -18% |
| O=C(Nc1ccccc1C1CC1)c1cccs1 | -0.3% | 0% | 0% | i | -1.5% | 0.7% | -13% | 4% | 13% |
| CCCN(CCC)C(=O)NC1CC(=O)N(c2ccc(OC)cc2)C1 (configuration not stated) | 0.9% | -1% | -2% | i | -4.0% | -0.7% | 12% | 19% | 1% |
| Nc1nnc(C2CCCC2)s1 | 0.0% | -3% | 2% | i | -3.6% | 1.2% | -11% | 3% | 20% |
| COc1ccc(-c2noc(CNC(=O)CCCN3C(=O)[C@H]4CC=CC[C@H]4C3=O)n2)cc1 | 0.6% | -4% | 11% | . | 0.6% | 1.3% | 0% | 29% | 1% |
| CCCOc1cccc(C(=O)NCCNC(=O)c2cnccn2)c1 | 0.0% | 13% | 4% | . | 6.9% | 2.9% | 2% | 10% | 19% |
| CC(C(=O)O)c1ccc2c(c1)[nH]c1ccc(Cl)cc12 (configuration not stated) | -0.2% | 0% | 8% | . | -4.4% | 10% | -51%[20 µM] | 17% | 11% |
| CN(C)c1ccc(NC(=O)Nc2ccc3c(c2)nnn3C)cc1 | -0.7% | . | -30% | . | -6.1% | -0.6% | 0%[20 µM] | -8% | -44% |

Next part; the last three above are carried over.
| compound | West Nile antiviral | Dengue-2 NS5 capping | AID2073 | Yfh1-off respiration | KOR beta-arrestin-2 | HIV peptide binding | KOR beta-arrestin-1 | NOD2 inhibition | NOD1 inhibition |
| --- | --- | --- | --- | --- | --- | --- | --- | --- | --- |
| CCCOc1cccc(C(=O)NCCNC(=O)c2cnccn2)c1 | 0.0% | 13% | 4% | . | 6.9% | 2.9% | 2% | 10% | 19% |
| CC(C(=O)O)c1ccc2c(c1)[nH]c1ccc(Cl)cc12 (configuration not stated) | -0.2% | 0% | 8% | . | -4.4% | 10% | -51%[20 µM] | 17% | 11% |
| CN(C)c1ccc(NC(=O)Nc2ccc3c(c2)nnn3C)cc1 | -0.7% | . | -30% | . | -6.1% | -0.6% | 0%[20 µM] | -8% | -44% |
| CCS(=O)CCSC(=N)N (configuration not stated) | -0.1% | -20% | ? | i | -0.9% | 1.5% | 0% | 20% | -10% |
| COc1cc(NC(=O)Cn2ccsc2=N)c(C)cc1[N+](=O)[O-] | -0.2% | -6% | -5% | i | 2.7% | -1.0% | -5% | 6% | -19% |
| CCNC(=S)N/N=C/c1ccccc1[N+](=O)[O-] | -0.4% | -7% | -6% | i | -2.6% | 1.2% | 1% | 12% | -22% |
| C[n+]1ccn(CC(=O)c2cccs2)c1 | 1.7% | 10% | -1% | . | -4.2% | -0.3% | 15%[20 µM] | 11% | -22% |
| Cc1cc(C)nc(NS(=O)(=O)c2ccc(NC(=O)CCCN3C(=O)c4ccccc4C3=O)cc2)n1 | -0.6% | 1% | 0% | i | -0.4% | -1.2% | -2% | 9% | -19% |
| COc1ccc(N(CC(=O)Nc2cc(C)ccc2OC)S(=O)(=O)c2c(C)noc2C)cc1 | 0.5% | 0% | 3% | i | -4.9% | 0.6% | 20% | 15% | 9% |
| COc1ccc(C(=O)N2CCN(Cc3cc(OC)ccc3OC)CC2)cc1 | -0.8% | -2% | 7% | . | 1.0% | -0.8% | -15% | 9% | 2% |
| CC1(c2nnc(-c3ccc(F)cc3)o2)CC(c2ccc(F)cc2)=NO1 (configuration not stated) | -0.5% | -2% | 19% | i | 4.2% | -1.3% | 3% | -16% | 14% |
| CCOC(=O)C1=C(C)OC(N)=C(C#N)C1c1ccc(C)o1 (configuration not stated) | -0.2% | -3% | -2% | i | -0.7% | 0.9% | 0% | 14% | 9% |
| Cc1onc(-c2c(Cl)cccc2Cl)c1COC(=O)c1ccc([N+](=O)[O-])cc1 | -0.4% | -4% | 2% | i | -4.5% | 0.4% | 7% | 12% | 1% |
| CC(C)(C)NC(=O)CSc1nc(N)cc(=O)[nH]1 | -0.7% | -12% | 0% | i | -3.5% | -0.4% | 9% | 8% | -30% |
| Cc1ccc(NC(=O)Cn2nnc(C(=O)NCCc3ccccc3)c2N)c(C)c1 | 2.6% | -3% | 21% | . | 3.8% | 1.5% | -34% | 18% | 7% |
| Cc1ccc(-c2cc(C(=O)NN)n[nH]2)o1 | -0.6% | . | 11% | i | -1.0% | -0.4% | -12% | 7% | -2% |
| COc1ccc(NC(=O)NN2CCN(C)CC2)cc1OC | -0.6% | -5% | 1% | . | 4.3% | -0.5% | -15% | 9% | -32% |
| O=C(NCc1cccnc1)c1ccc(COc2ccccc2Br)o1 | -1.1% | 3% | -6% | i | -1.9% | -1.3% | 10% | 39% | 17% |
| CN1CCN(c2ccccc2NC(=O)COc2ccccc2)CC1 | -0.2% | -3% | 6% | i | 1.7% | -0.9% | -4% | 10% | -8% |
| O=C(COC(=O)c1cccc(S(=O)(=O)N2CCCC2)c1)Nc1ccccc1 | -0.1% | -2% | -1% | i | 4.3% | 1.8% | -15% | -16% | -11% |
| N#Cc1ccc(OCC(O)CS(=O)(=O)c2ccccc2)cc1 (configuration not stated) | -0.3% | 2% | -1% | i | -4.7% | -1.1% | -29%[20 µM] | 9% | -23% |
| O=CN1CCN(C(=O)c2ccccc2F)CC1 | 0.3% | 1% | 5% | i | -2.1% | 10% | 16% | 5% | -21% |
| C/C(=N\NC(=O)COc1ccc(C(C)(C)C)cc1)c1ccc(-n2ccnc2)cc1 | -0.8% | -3% | 5% | i | -2.3% | -0.9% | 22% | -34% | -48% |
| COc1ccc(Oc2nnc(C)c3ccccc23)cc1 | 0.0% | -8% | 10% | i | -3.6% | -0.4% | 12% | -42% | -74% |
| Cc1cccc(-n2c(CCN3C(=O)c4ccccc4C3=O)nc3ccccc3c2=O)n1 | 0.1% | -5% | 4% | i | 1.0% | 1.0% | 0% | 3% | -9% |
| Cc1ccc(Cc2cnc(NC(=O)c3cccs3)s2)cc1 | 0.0% | -2% | 1% | i | -0.9% | 0.1% | -17% | -230% | 1% |
| COc1ccc(N2C(=O)CC(SCCc3nc4ccccc4[nH]3)C2=O)cc1 (configuration not stated) | -0.1% | 3% | 2% | i | 0.9% | -1.6% | -11% | 1% | 0% |
| O=c1cc(O)nc(SC23CC4CC(CC(C4)C2)C3)[nH]1 | -0.3% | -3% | -2% | i | -3.0% | 0.4% | -4% | 16% | -3% |
| CCOC(=O)C1CCN(C(=O)CNC(=O)c2nn(-c3ccc(OC)c(Cl)c3)c(=O)c3ccccc23)CC1 | -0.2% | -1% | 18% | . | 2.3% | -1.1% | -30% | 1% | -41% |
| CCc1ccccc1NC(=O)NNS(=O)(=O)c1cc(C)ccc1C | -0.3% | -2% | 5% | . | 0.4% | 0.4% | -5% | -7% | -25% |
| C=CCn1c(=S)[nH]c2sccc2c1=O | 0.0% | . | 5% | i | 13% | 0.2% | -14% | -2% | 17% |
| CC1(C)CC(=O)C2=C(C1)Oc1ncn(CCCn3ccnc3)c(=N)c1C2c1ccccc1 (configuration not stated) | 0.2% | -3% | -4% | i | 0.0% | -1.4% | 11% | 5% | -4% |
| CCOC(=O)c1c(N)sc(C(=O)N2CCCC2)c1C | 0.2% | 0% | -2% | i | 1.7% | 1.0% | 10% | 4% | -14% |
| COc1ccc(C)cc1NC(=O)CN(C)S(=O)(=O)c1ccc2c(c1)c(=O)n(C)c(=O)n2C | 2.7% | 1% | 13% | . | . | -2.1% | -12%[20 µM] | . | . |
| c1ccc2c(c1)CSc1sccc1C2=C1CCNCC1 | -0.1% | -1% | -18% | i | 0.3% | 1.3% | 10% | 11% | 19% |
| O=C(c1cccc(Oc2ccccc2)c1)N1CCOCC1 | -0.3% | -3% | 0% | . | -5.0% | 1.6% | 9% | -8% | -12% |
| Cc1cc(=O)oc2cc(OCCc3ccccc3)ccc12 | -0.9% | -1% | -2% | . | 0.6% | -0.4% | 10% | -93% | -23% |
| Cc1nc2cc3sc(C)nc3cc2s1 | 1.0% | 8% | 9% | i | 0.2% | 1.2% | -1% | -5% | -28% |
| COC(=O)c1oc2ccccc2c1N | 0.2% | -1% | -8% | i | 1.7% | 0.8% | -39% | 7% | 0% |
| COc1ccccc1N1CCN(C(c2ccccc2)c2nnnn2CCc2ccccc2)CC1 (configuration not stated) | -0.4% | 4% | -4% | i | 2.2% | -0.8% | -12% | -28% | -11% |
| O=C(Nc1cccc(Cl)c1)c1ccc(NC2=NC3CS(=O)(=O)CC3S2)cc1 (configuration not stated) | ? | -1% | -2% | . | -4.9% | -1.2% | -10%[20 µM] | -6% | -18% |
| CC1=C(C(=O)Nc2cc(-c3cccc(F)c3)[nH]n2)C2(CCCCC2)OC1=O | 0.0% | -4% | 1% | i | -0.1% | 13% | 48% | 14% | -22% |
| Cc1ccc(N(C(=O)CNC(=O)c2ccco2)C(C(=O)NC2CCCC2)c2ccncc2)cc1 (configuration not stated) | -0.2% | -2% | 4% | . | -2.3% | 1.1% | -1% | 0% | 11% |
| Cc1ccc(C)c(NC(=O)c2cc(-c3cc(C)cc(C)c3O)n[nH]2)c1 | -0.9% | -2% | 5% | . | 3.6% | 0.5% | 18% | -12% | -9% |
| CCN1CCN(S(=O)(=O)c2cccc([N+](=O)[O-])c2)CC1 | 0.4% | -1% | 9% | i | -4.1% | 1.8% | 2% | -10% | -25% |
| Cc1ccc(O)c(-c2cc(C(=O)NCc3ccc4c(c3)OCO4)[nH]n2)c1 | 0.1% | -3% | -3% | i | 3.5% | -2.4% | 3% | -8% | -28% |
| O=C(NCS(=O)(=O)c1ccccc1)c1ccccc1 | 0.8% | -2% | 0% | i | 0.5% | -0.2% | -34% | -8% | -12% |
| COc1ccc(C(N)c2nccc3cc(OC)c(OC)cc23)cc1OC (configuration not stated) | -0.6% | 1% | -8% | . | 2.5% | 0.7% | -32%[20 µM] | -15% | -20% |
| O=S(=O)(Nc1ccc2c(c1)nc1n2CCOC1)c1ccc(Cl)cc1 | 0.8% | -6% | 19% | i | -9.8% | -0.6% | 7% | 14% | 14% |
| CCc1nccn1Cc1cc(C=O)ccc1OC | 0.7% | -2% | 10% | i | 11% | 1.1% | -18% | -1% | 15% |
| CC1=NN(/C(=N\c2nnc(C)s2)Nc2ccc(C(C)(C)C)cc2)[C@H](c2ccc(C)cc2)S1 | 0.8% | -7% | 8% | i | -3.0% | -1.4% | 37% | 5% | -21% |
